# High-throughput results (PubChem)
# ARFGAP1 inh – rat ARFGAP1 inhibition. Q62848. Arfgap1-stimulated ARF1 GTP hydrolysis, GDP FP detection. inhibition, % at 16.5 µM. hit rate 0.26% among 360,000. AID 651572;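 active = inhibition above a per-plate limit, mean inhibition of low control wells plus 3 SD, cut at about 25% in these data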;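 note: 0% = DMSO wells with enzyme and 100% = wells lacking Arfgap1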
#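 Material: rat Arfgap1 catalytic domain, aa 1-136; also added: human ARF1(Δ1-17)-GTP substrate; compound dosing: one concentration, 16.5 µM, DMSO 1.26%; incubation: GTP hydrolysis reaction 2 h at 25 °C; measured by: Tracer-displacement fluorescence polarization with EDTA stop, 620/688 nm; evaluation: % inhibition from polarization; repeats: one replicate per compound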
# KLK7 zymogen act – activates the human kallikrein-7 zymogen; activation, % at 7 µM; AID 652039; purified proKLK7, EDANS-DABCYL substrate fluorescence; 100% is mature enzyme control, 0% vehicle; P49862; hit rate 0.9% among 370,000;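 active = activation above the mean of all tested compounds plus 3 SD, computed per campaign excluding outliers beyond control limits, cut at about 13% in these data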
# NPR1 activator – GC-A (human) enzyme activation; P16066; HEK293 GC-A cells, cGMP TR-FRET, EC30 ANP; 0% at EC30 ANP, 100% saturating ANP; activation, % at 10 µM; hit rate 0.14% among 370,000; in the data active = activation above about 40%
# sPLA2-III inh – Blocks human group III sPLA2 activity; Q9NZ20; QFRET BODIPY PC-A2 liposome hydrolysis, fluorescence; inhibition, % at 12.2 µM; hit rate 0.56% among 370,000;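 active = inhibition above mean plus 3 SD of compounds lying within the high and low control bounds, cut at about 19% in these data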;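 note: 0% = median of test compound wells and 100% = no enzyme DMSO wells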
# Target sequence (Q9NZ20 whole entry, looked up): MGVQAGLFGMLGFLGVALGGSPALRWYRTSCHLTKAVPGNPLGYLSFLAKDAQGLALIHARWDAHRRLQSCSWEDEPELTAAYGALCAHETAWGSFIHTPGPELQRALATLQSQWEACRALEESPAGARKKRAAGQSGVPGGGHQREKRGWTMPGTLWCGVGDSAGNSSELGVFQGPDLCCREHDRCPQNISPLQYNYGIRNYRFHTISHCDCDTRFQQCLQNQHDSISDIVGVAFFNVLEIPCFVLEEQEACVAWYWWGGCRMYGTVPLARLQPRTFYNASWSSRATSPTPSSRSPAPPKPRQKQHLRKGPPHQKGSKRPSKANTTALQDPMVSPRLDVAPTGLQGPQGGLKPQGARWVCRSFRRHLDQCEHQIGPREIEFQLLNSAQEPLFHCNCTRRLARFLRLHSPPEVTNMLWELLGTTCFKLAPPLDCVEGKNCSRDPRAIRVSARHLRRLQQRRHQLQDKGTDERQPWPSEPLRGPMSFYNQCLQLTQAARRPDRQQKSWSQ
# FXN GAA850 act – increases GAA850 frataxin promoter reporter activity. HEK293 lucGAA850 FXN promoter luciferase reporter, 24 h; percent of 10 µM SAHA response. activation, % at 6 µM. hit rate 0.56% among 360,000;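 active = activation above the average of all compounds screened plus 3 SD, cutoff fixed separately per campaign, cut at about 7.5% in these data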;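 note: 0% = DMSO wells and 100% = 10 µM SAHA wells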
# ADAM10 inh – ADAM10 inhibition, QFRET primary screen; O14672; recombinant ADAM10, EDANS/DABCYL FRET peptide cleavage, 3 h; inhibition, % at 7 µM; hit rate 0.62% among 370,000;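 active = inhibition above a per-campaign cutoff equal to the mean of compounds falling between control-based bounds plus 3 SD, cut at about 20% in these data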;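 note: 0% = DMSO wells while the 100% control is not disclosed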
# ASAP1 inh – ASAP1 ArfGAP inhibition. ASAP1-stimulated ARF1 GTP hydrolysis, GDP FP detection. inhibition, % at 16.5 µM. Q9ULH1. AID 624377. hit rate 0.19% among 360,000; in the data active = inhibition above about 25%;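 note: 0% = vehicle with enzyme and substrate and 100% = no enzyme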
# rCAG binder – binds r(CAG) RNA repeats. r(CAG) RNA repeat, TO-PRO-1 dye displacement fluorescence. AID 651821. hit rate 1.3% among 370,000. inhibition, % at 3 µM;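 active = inhibition above the plate cutoff, the mean of all test compounds on that plate plus 3 SD, cut at about 35% in these data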;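 note: 0% = DMSO alone and 100% = 100 µM mitoxantrone as full dye displacement; higher means more dye released from RNA so lower well fluorescence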
# Tn6 DDE FP – disrupts Tn6 cyclic peptide binding to fibrin D-Dimer-E complex; P02675; Fibrin DD(E) TRITC-Tn6 fluorescence polarization displacement; inhibition, % at 8.3 µM; hit rate 0.21% among 370,000;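 active = inhibition above a per-campaign cutoff: mean of compounds within control limits plus 3 SD, cut at about 15% in these data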;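 note: 0% = median of all compound wells on the plate and 100% = blocking peptide control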
# Target sequence (P02675 whole entry, looked up): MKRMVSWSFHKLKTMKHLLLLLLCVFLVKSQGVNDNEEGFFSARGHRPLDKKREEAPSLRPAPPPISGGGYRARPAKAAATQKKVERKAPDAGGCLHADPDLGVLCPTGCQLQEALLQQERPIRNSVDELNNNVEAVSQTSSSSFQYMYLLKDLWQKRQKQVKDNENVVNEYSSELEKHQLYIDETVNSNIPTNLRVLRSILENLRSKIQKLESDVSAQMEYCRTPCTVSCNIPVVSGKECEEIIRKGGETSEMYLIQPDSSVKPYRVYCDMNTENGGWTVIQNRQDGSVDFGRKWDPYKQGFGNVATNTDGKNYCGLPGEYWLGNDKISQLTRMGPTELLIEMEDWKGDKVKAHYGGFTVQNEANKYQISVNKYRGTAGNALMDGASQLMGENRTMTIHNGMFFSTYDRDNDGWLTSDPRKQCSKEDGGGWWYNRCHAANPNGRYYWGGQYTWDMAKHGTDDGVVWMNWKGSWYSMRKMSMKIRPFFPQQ
# NPR2 activator – GC-B (human) receptor activation. P20594. HEK293-GC-B cells, CNP EC30, cGMP TR-FRET; 0% at EC30 CNP, 100% saturating CNP. activation, % at 10 µM. hit rate 0.11% among 370,000;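 active = activation at 10 µM reaching about 35% in either raw or pattern-adjusted values, limit read from the data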
# * = called active by the depositor; i = inactive; nt = not tested or not shown. Not a hit list; 4.5% or so of the library scored in one or more.
canonical_smiles	ARFGAP1 inh	KLK7 zymogen act	NPR1 activator	sPLA2-III inh	FXN GAA850 act	ADAM10 inh	ASAP1 inh	rCAG binder	Tn6 DDE FP	NPR2 activator
O=C(CCC1CCCC1)N1CCN(C(=O)c2cccnc2)CC1	0	-0.2	4	5	0.1	-5	-7	-5	-11	-1
CCc1ccc(C(=O)COC(=O)c2ccc(-c3nnc(-c4ccccc4)o3)cc2)cc1	1	0.1	18	5	1.5	1	19	-1	4	2
CCc1cc2c(CN3CCN(C)CC3)cc(=O)oc2cc1O	3	78*	-7	0	0.0	i	-6	-3	11	1
COc1cc(NC(=O)CCN2CCN(C)CC2)cc(OC)c1	-4	0.0	-5	10	-0.4	0	1	-1	6	-1
O=C(C1CC1)N1CCc2cc(Br)cc(S(=O)(=O)NCC3COc4ccccc4O3)c21 (stereo not given)	9	0.1	1	-9	-0.1	-2	6	6	1	-5
S=c1[nH]nc(COc2ccc3ccccc3c2)o1	-1	0.4	1	-2	-1.0	-4	9	3	-4	-16
COCC(=O)Nc1nnc(COc2ccccc2)s1	-2	20*	5	2	-1.3	-6	-7	-1	0	5
CCOC(=O)c1c(C)[nH]c(C)c1S(=O)(=O)N(C)CC(=O)Nc1cccc(F)c1	-4	-0.1	-11	-3	2.3	0	11	-2	-12	-1
O=C(CCc1ccccc1)N[C@H]1[C@H](OCc2ccccc2)CCC[C@@]12C(=O)N(Cc1ccccc1)c1ccc(-c3ccccn3)cc12	nt	0.5	0	2	nt	0	nt	7	6	4
CC1=C/C(=C(/c2ccc(O)c(C)c2)c2ccccc2S(=O)(=O)O)C=CC1=O	3	-0.7	-2	-5	1.0	3	15	13	-3	-2
Cc1ccc(-c2cc(C(=O)N/N=C/c3cccnc3)c3ccccc3n2)cc1C	13	-8.0	3	2	3.9	-66	18	14	-8	2
O=C(Nc1ccc(F)cc1)c1sc2cc(C(F)(F)F)cnc2c1-c1cccs1	6	-1.0	0	-5	0.3	-10	4	7	0	-3
C[C@@H]1C=C(C(=O)NCc2ccccc2)O[C@H](OCc2ccc(CO)cc2)C1	-7	0.2	5	3	3.3	4	5	-8	-3	1
Cc1ccnc(NS(=O)(=O)c2ccc(NC(=O)C3CC3)cc2)n1	-7	0.3	2	8	0.4	-5	9	-1	10	3
Cc1cc(C)c([N+](=O)[O-])cc1-c1ccc(/C=N/NC(=O)c2nonc2N)o1	-1	-0.3	6	8	-0.7	1	-1	5	-2	-5
CC1(C(=O)OCC(=O)Nc2cccc(S(=O)(=O)NC3=NCCCCC3)c2)CC1(Cl)Cl (stereo not given)	-4	0.4	3	-10	0.2	4	-2	-1	8	0
O=C(CN1C(=O)NC(CCc2ccccc2)C1=O)NC1CC1 (stereo not given)	8	0.3	9	4	-0.3	-6	3	-2	-2	-3
CCCCNC(=O)NCCCN1CCN(c2ccc(F)cc2)CC1	nt	-0.1	3	4	nt	1	nt	2	-10	2
Cc1ccc(N=Cc2cccc(O)c2O)c(C)c1	-17	1.0	1	8	-2.4	2	-3	15	1	5
O=C(CN(C(=O)CNC(=O)c1cccs1)c1ccc(F)cc1)NC1CCCC1	2	0.7	-2	-1	0.4	11	3	0	0	-2
O=C(NC(=S)N1CCN(CCO)CC1)C12CC3CC(CC(C3)C1)C2	-10	0.2	5	0	0.9	4	0	-1	7	5
COc1ccc(OC)c(Nc2nnc(C)c(=O)[nH]2)c1	-7	0.2	-1	4	nt	7	7	0	-3	0
CCOC(=O)c1c(C)[nH]c(C(=O)OCC(=O)NCCc2ccc(OCC)c(OCC)c2)c1C	-4	0.1	0	-4	-2.5	3	-4	-2	8	-3
COc1ccccc1C(=O)NC1CCCCN(Cc2ccc(OC(F)(F)F)cc2)C1=O (stereo not given)	nt	0.4	-7	4	nt	-1	nt	1	-2	-1
O=C(COC(=O)Cc1ccc(-c2ccccc2)cc1)NCc1ccccc1	7	-0.2	-2	-8	1.6	9	3	2	-8	1
CC1(C(=O)NS(=O)(=O)c2ccccc2Cl)CCN1C(=O)C1(c2ccccc2)CCCC1 (stereo not given)	-10	0.9	2	-15	2.1	2	-5	33	6	3
CC1(c2nnc(-c3cccc(Cl)c3)o2)CC(c2ccc(OC(F)(F)F)cc2)=NO1 (stereo not given)	-9	-0.5	-2	-8	-1.4	3	4	1	1	3
CS(=O)(=O)c1ccc(S(=O)(=O)N2CCC(CO)(CCCc3ccccc3)CC2)cc1	-3	0.1	-2	-21	-1.4	4	-17	-1	4	0
COc1ccc(N(C)C(=O)c2cc3c(s2)-c2ccccc2S(=O)(=O)C3)cc1	0	-0.2	-8	-37	0.3	3	-3	1	-2	-1
COc1ccccc1C(=O)NCC(=O)Nc1ccc2c(c1)CCC2	-8	-0.1	3	14	1.8	-13	-7	2	3	-2
O=C(N/N=C/c1cc([N+](=O)[O-])ccc1O)c1c[nH]c2ccccc12	3	-0.4	-5	15	-0.5	14	-5	6	0	4
Cc1ccc(NS(=O)(=O)c2cc(C(=O)N(C)C)ccc2C)cc1C	1	0.1	-2	-6	-0.5	2	-1	-4	0	1
O=C(CCN1C(=O)/C(=C/c2ccc3c(c2)OCO3)SC1=S)Nc1ccc(C(=O)O)cc1	10	0.2	4	-6	1.2	0	2	19	1	3
O=C(Cn1cc2c(n1)CCCC2)NCc1cccnc1	-2	-0.1	3	7	-1.8	3	-13	1	2	7
CCCNC(=S)N1CCN(C(c2ccccc2)c2ccccc2)CC1	2	0.5	-4	-3	0.7	-4	-7	-2	9	-6
CCOc1nc(NC(=O)NS(=O)(=O)c2cccc(Cl)c2)nc(-c2ccccc2)n1	-2	-0.2	4	1	2.1	0	2	2	3	-7
O=C(NCC1CCCO1)c1ccc2nc(N3CCCCC3)sc2c1 (stereo not given)	-13	0.4	2	-2	2.1	-12	10	-3	6	1
CCc1nnc(NC(=O)CSc2nnc(C3CC3)n2C)s1	6	0.0	2	7	1.2	-12	-6	-3	0	-1
O=C(CCS(=O)(=O)Cc1ccccc1F)NCCc1ccc(Cl)cc1	16	0.2	-1	-2	-0.1	6	-3	0	-3	-10
CCOC(=O)C1(C)CCCCN1C(=O)c1cccc(Cl)c1 (stereo not given)	0	-1.0	1	2	-1.2	-9	-3	-1	0	-3
Cc1ccc(C(=O)NCC(=O)Nc2ccc3c(c2)CCC3)cc1C	2	0.3	1	3	5.0	-2	2	-2	2	-4
CCC(C)NC(=O)CCn1ccc2cc(S(=O)(=O)N3CCCC3)ccc21 (stereo not given)	6	-0.3	2	-1	-1.6	7	-12	2	-5	3
O=C(c1cc(Br)ccc1O)N1CCN(S(=O)(=O)Cc2ccccc2)CC1	-7	0.1	-3	-7	-2.0	0	-3	5	2	2
O=C(CSc1ccccc1C(=O)N1CCN(c2ccccc2)CC1)N1CCCC1	2	0.0	1	-3	1.3	-11	-6	2	5	7
CS(=O)(=O)N1CCN(c2ncccn2)CC1	1	0.6	2	-1	0.4	-8	-4	0	3	1
C/C(=N\NC(=O)C1CC1(c1ccccc1)c1ccccc1)c1cccc([N+](=O)[O-])c1 (stereo not given)	-2	0.3	-4	16	2.2	-3	-8	0	7	3
COc1ccc2c(C)c(C(=O)N3CC[C@@H](N4CCC(O)CC4)[C@H](O)C3)oc2c1	4	0.3	0	4	-0.8	-2	-8	-6	3	-2
CC(C)S(=O)(=O)c1csc(C(=O)NNC(=O)Nc2ccccc2)c1Cl	0	0.6	2	-10	1.8	-4	0	15	4	0
COc1ccc(C2C(C(=O)Nc3ccc(F)cc3)=C(C)Nc3nc(CCCO)nn32)cc1 (stereo not given)	-6	0.2	0	-2	-0.9	-2	13	5	0	1
CCN(CC)CCNC(=O)c1ccc(NC(=O)c2ccc(S(=O)(=O)N3CCCC3)cc2)cc1	4	0.2	8	-14	0.8	1	7	1	-3	-1

# Record cards (already shown).
# COc1ccc(N(C)C(=O)c2cc3c(s2)-c2ccccc2S(=O)(=O)C3)cc1 in the list: ARFGAP1 inh = 0; KLK7 zymogen act = -0.2; NPR1 activator = -8; sPLA2-III inh = -37; FXN GAA850 act = 0.3; ADAM10 inh = 3; ASAP1 inh = -3; rCAG binder = 1; Tn6 DDE FP = -2; NPR2 activator = -1
# C/C(=N\NC(=O)C1CC1(c1ccccc1)c1ccccc1)c1cccc([N+](=O)[O-])c1 (stereo not given) in the list: ARFGAP1 inh = -2; KLK7 zymogen act = 0.3; NPR1 activator = -4; sPLA2-III inh = 16; FXN GAA850 act = 2.2; ADAM10 inh = -3; ASAP1 inh = -8; rCAG binder = 0; Tn6 DDE FP = 7; NPR2 activator = 3

# (cont.)
canonical_smiles	ARFGAP1 inh	KLK7 zymogen act	NPR1 activator	sPLA2-III inh	FXN GAA850 act	ADAM10 inh	ASAP1 inh	rCAG binder	Tn6 DDE FP	NPR2 activator
O=C(Nc1ccc2oc(=O)ccc2c1)c1ccc(-c2cccc(Cl)c2)o1	-1	-0.1	3	-3	-2.1	-3	24	3	-1	14
O=C(NCCc1ccccc1)C1CC(=O)N(CCc2ccccc2)C1 (stereo not given)	18	0.4	4	-2	0.2	-6	-7	-5	5	3
CCn1c(/C(C#N)=C(\O)CCc2ccccc2)nc2ccccc21	-4	-0.5	0	2	-0.1	-11	7	-3	6	2
Cc1ccc(NC(=S)N(CCN(C)C)Cc2cccs2)cc1C	-4	-0.2	0	4	-2.2	9	-6	-1	1	-5
Cc1cc(C)n2nc(C(=O)Nc3ccc(S(=O)(=O)N4CCCCC4)cc3)nc2n1	1	-0.1	2	3	0.7	-1	4	-1	-1	-4
Cc1cccc(NC(=O)Oc2ccc(Cl)c3cccnc23)c1	-9	-0.9	1	0	2.9	-10	-4	2	-8	1
COc1ccc(C(=O)NCc2ncccc2C)cc1OC1CCN(C(C)=O)CC1	-6	-0.6	1	3	2.2	-2	-3	-4	-1	3
Cc1cc(OCc2cc(C(=O)N(C)CCCN3CCOCC3)no2)cc(C)c1Cl	-18	0.0	12	-8	2.5	5	16	-8	-7	-2
COc1ccc(C)cc1S(=O)(=O)N(C)CC(=O)N1CCCCCC1	19	0.3	3	9	1.3	3	8	-6	-10	-3
CCC(CC)c1nnc(NC(=O)c2cccc(S(=O)(=O)N3CCOCC3)c2)s1	28*	0.2	-1	-15	1.8	-8	-3	6	6	0
CC1CCN(S(=O)(=O)N2CCCC(C(=O)NCc3ccc(F)cc3)C2)CC1 (stereo not given)	-16	-0.2	1	-2	1.4	-9	6	-7	2	1
O=C(NCc1ccccc1)[C@H]1CCCN1C(=O)[C@H]1CCCN1C(=O)c1cccc(F)c1	18	0.1	2	0	nt	4	7	1	-2	2
COc1ccc(NC(=O)C2CCCN(S(=O)(=O)c3cccc4cccnc34)C2)c(OC)c1 (stereo not given)	3	0.1	1	-7	-0.2	2	-2	3	0	2
O=C(NCCc1ccc(F)cc1)c1coc(=O)c(Br)c1	-4	13*	9	6	10*	-463	4	-2	0	1
Cc1ccc(NS(=O)(=O)c2ccc(Br)s2)nc1	11	0.1	2	-3	3.0	-4	9	1	4	-3
CCCCCCCCOC(=O)C[N+](C)(C)C/C=C(/C)Cl	-7	0.2	7	1	0.3	3	-5	4	6	6
O=C(N/N=C/c1cc([N+](=O)[O-])ccc1O)C(O)(c1ccccc1)c1ccccc1	7	-0.1	-7	-6	1.5	13	-10	25	9	0
